# Compound activity from PubChem.
# Vif inh – inhibitors of HIV Vif. actives 0.35% (n = 340,000). inhibition, % at 7.49 µM. HEK293T cells, Vif self-association by quenched fluorescence, imaging, 24 h; in the data active = inhibition above about 50%, passing the limit was not always enough; inconclusive = no clear call, values can overlap the other calls; inactive = below about 31%; also: some results filed as inactive read as strong as hits
# aDG glyco act – alpha-DG glycosylation activation; Pro5-aDG cells, alpha-DG glycosylation AlphaScreen (IIH6); 0% Pro5, 100% B10-LARGE cell signal; activation, % at 10 µM; actives 0.22% (n = 360,000); AID 624168;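 active = activation of at least 8% versus controls, or a plate z-score of at least 8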;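 also: Pro5 are CHO cells carrying HIG-tagged alpha-DG that lacks glycosylation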
# NR2E3 ag-1 – activates human NR2E3 receptor. CHO-S Gal4-NCOR/VP16-NR2E3 two-hybrid, luciferase. inhibition of corepressor binding, % at 3.98 µM. actives 0.35% (n = 360,000). AID 602229;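 active = inhibition above the mean of all tested compounds plus 3 SD, cut at about 70% in these data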;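 also: 0% = DMSO with NR2E3 transfected cells and 100% = cells lacking NR2E3 construct; higher means lower luciferase signal from less NR2E3 corepressor binding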
# Target sequence (Q9Y5X4 whole entry, looked up, the tested form may be a part): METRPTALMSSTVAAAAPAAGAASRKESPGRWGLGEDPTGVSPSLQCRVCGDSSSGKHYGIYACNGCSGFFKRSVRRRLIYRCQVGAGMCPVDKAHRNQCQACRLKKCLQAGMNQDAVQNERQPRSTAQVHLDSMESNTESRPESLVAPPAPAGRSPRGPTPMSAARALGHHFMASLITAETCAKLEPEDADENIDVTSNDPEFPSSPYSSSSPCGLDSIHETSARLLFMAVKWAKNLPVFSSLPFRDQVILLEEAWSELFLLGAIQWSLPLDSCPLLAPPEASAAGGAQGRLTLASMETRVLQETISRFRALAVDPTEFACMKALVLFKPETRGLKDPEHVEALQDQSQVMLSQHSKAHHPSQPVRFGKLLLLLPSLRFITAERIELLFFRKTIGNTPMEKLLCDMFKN
# CaV13 FRET inh – Disruptors of the CACNA1D IQ motif to Ca2+-dependent inactivation inhibitor domain association, primary screening, Förster resonance energy transfer in intact living …; HEK cells, CFP/YFP FRET ICDI-IQ, plate reader, 10 min; percent FRET-ratio fall versus neutral wells; inhibition, % at 12.3 µM; actives 0.098% (n = 340,000);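 active = mean replicate inhibition of at least 30% and at least 1% of replicates passing that level; inconclusive = only one of the two criteria is met; inactive = neither criterion is met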;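 also: 0% = median of the neutral control wells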
# PDI turbidity – blocks human protein disulfide isomerase activity; actives 0.052% (n = 350,000); inhibition, % at 10 µM; AID 588391; PDI insulin aggregation turbidity, A650, 90 min;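 active = mean inhibition across replicates of 30% or more, whatever share of single replicates reach that level; inconclusive = mean inhibition below 30% while every single replicate reaches 30%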;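 also: absorbance from insulin aggregation driven by PDI reduction with DTT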
# Target sequence (P07237 whole entry, looked up): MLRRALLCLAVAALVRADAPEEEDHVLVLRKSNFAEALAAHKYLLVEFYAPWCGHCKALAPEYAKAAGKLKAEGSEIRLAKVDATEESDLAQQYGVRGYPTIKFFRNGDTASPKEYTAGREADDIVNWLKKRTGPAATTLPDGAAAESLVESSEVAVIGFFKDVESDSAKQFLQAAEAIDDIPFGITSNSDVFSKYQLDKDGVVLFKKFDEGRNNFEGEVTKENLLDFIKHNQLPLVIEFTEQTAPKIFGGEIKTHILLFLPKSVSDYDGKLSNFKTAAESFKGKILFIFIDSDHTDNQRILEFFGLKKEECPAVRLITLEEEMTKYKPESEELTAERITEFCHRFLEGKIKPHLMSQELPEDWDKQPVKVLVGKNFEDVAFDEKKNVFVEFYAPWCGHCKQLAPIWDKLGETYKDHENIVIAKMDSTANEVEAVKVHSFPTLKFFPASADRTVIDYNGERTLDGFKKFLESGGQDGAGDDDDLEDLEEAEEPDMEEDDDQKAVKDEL
# TRPM1 prom inh – inhibitors of MITF-driven TRPM1 promoter in melanoma cells. SK-MEL-5 TRPM1 promoter luciferase, 24 h. inhibition, % at 12.5 µM. actives 0.83% (n = 330,000);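 active = mean inhibition across replicates of 60% or more, whatever share of single replicates reaches that level; inconclusive = some that reach 60%, reason not given; inactive = mean inhibition across replicates below 60%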; also: values of inactives mirror those of a sister screen read the other way
# Granule exo inh – lytic granule exocytosis inhibition. TALL-104 LAMP-1 surface exposure, flow cytometry; cells stimulated with thapsigargin and PMA. inhibition, % at 10 µM. actives 0.66% (n = 360,000). AID 651702;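 active = inhibition above about 55%, limit read from the data; inconclusive = no clear call, values can overlap the other calls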
# HIF-2a inh – HIF-2a inhibition | 786-0 RCC cells HIF-2a reporter, luciferase luminescence, overnight | inhibition, % at 18.8 µM | actives 0.72% (n = 360,000);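 active = inhibition of the luminescence signal of 40% or more relative to plate controls, in a single-dose primary screen at 18.75 µM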
# Peg3 prom inh – inhibitors of Peg3 promoter | HeLa PEG-Prom luciferase reporter, luminescence, overnight | inhibition, % at 20 µM | actives 1.7% (n = 360,000) | AID 588405;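 active = inhibition of at least 50% at 20 µM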
# NR2E3 ag-2 – agonists of human nuclear receptor NR2E3; Q9Y5X4; GST-NR2E3/biotin-RetCOR TR-FRET, 1536-well; inhibition of corepressor binding, % at 4.78 µM; actives 0.12% (n = 320,000); AID 2300;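 active = percent inhibition above the cutoff of mean plus 3 SD of all tested compounds, set per screening campaign, cut at about 20% in these data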;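 also: 0% = DMSO wells and 100% = biotin wells as full block of FRET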
#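 System: GST-tagged NR2E3 plus biotinylated RetCOR corepressor; Amount: 1.35 nM GST-tagged NR2E3 final; Dosing: single nominal compound dose of 4.8 µM; Schedule: 5 h incubation at 4 °C; Technique: TR-FRET with europium anti-GST and streptavidin-D2, 340 nm excitation; Controls: biotin wells as high control, 0.6% DMSO wells as low control.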
# iPSC survival up – increases survival of single human iPS cells; AID 602274; actives 0.044% (n = 360,000); survival enhancement, % at 20 µM; hiPSC single-cell survival, ATPlite luminescence; 100% = ROCK inhibitor wells, 0% = DMSO; in the data active = survival enhancement above about 18%;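 also: cells exposed to compounds for 16 hours before the ATP read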
# * marks the source's active call; other numbers are inactive results; ? = inconclusive; . = not tested or not shown.
SMILES,Vif inh,aDG glyco act,NR2E3 ag-1,CaV13 FRET inh,PDI turbidity,TRPM1 prom inh,Granule exo inh,HIF-2a inh,Peg3 prom inh,NR2E3 ag-2,iPSC survival up
O=C1CCCC/C1=C/NCc1ccc(F)cc1,1,0.1,0,-15,-15,-2,6,-3,-4,1,-0.9
COc1cc(/C=N/NC(=O)CCc2ccccc2)ccc1O,20,-0.1,-24,-5,-10,-3,4,7,10,-2,0.7
Cc1csc(SCC(=O)Nc2ccc(C)c(S(=O)(=O)N(C)C)c2)n1,-10,0.0,4,-4,-3,.,2,-13,-21,.,-1.3
O=C(CCN1C(=O)c2ccccc2C1=O)Nc1ccc(S(=O)(=O)N2CCOCC2)cc1,-3,-0.1,1,-8,7,7,-1,4,14,2,0.5
CC12CN(S(=O)(=O)c3ccccc3)CC(C)(CN(S(=O)(=O)c3ccccc3)C1)C2,7,0.0,5,-5,-6,7,-2,14,18,2,-3.4
CCOC(=O)C1(C)CCCCCN1C(=O)c1ccc(C(F)(F)F)nc1C (configuration not stated),-1,0.0,3,-10,-2,.,1,1,-1,.,-2.9
Oc1c(Cl)cc(Cl)cc1/C=N/c1nc(-c2ccc(Cl)cc2)cs1,?,0.2,-6,.,-23,-19,20,-7,-44,1,-0.3
CCN(CC(=O)NC(C)(C)C)Cc1cc(=O)n2c(-c3ccccc3)csc2n1,4,0.0,-10,-3,0,4,-9,15,17,4,0.6
Cc1ccccc1/C=C/c1cccc[n+]1C,-2,-0.1,-12,-1,-7,5,-6,14,12,.,-0.5
O=C(c1ccco1)N1CCN(S(=O)(=O)c2cccc3nsnc23)CC1,-5,0.0,-11,-4,0,4,2,7,-11,1,-2.9
Cc1ccc2c(=O)cc(C(F)F)oc2c1,38,0.4,0,.,6,17,2,6,0,0,4.7
CC(=O)N1CCN(S(=O)(=O)c2cccc(C(=O)Nc3nccs3)c2)CC1,-1,0.3,-19,10,3,8,0,9,14,3,1.1
O=S(=O)(NCC1CCCO1)c1cccc2nsnc12 (configuration not stated),-9,0.1,-7,-5,-3,5,-3,9,-6,-3,3.0
Cc1cccc(N2C(=O)C3C4C=CC(CC4)C3C2=O)c1 (configuration not stated),-2,0.0,-13,-6,13,5,-2,25,26,1,-0.3
O=C(NN=Cc1ccccc1)c1ccccc1,15,0.5,-155,-5,4,-53,-14,-219,-235,.,0.1
Cc1c(Cl)cccc1NC(=O)CCC(=O)NNC(=O)c1ccccc1Cl,-5,-0.1,3,-8,-3,0,0,8,3,0,4.0
C[C@H](CO)N1C[C@H](C)[C@@H](CN(C)Cc2ccc3c(c2)OCCO3)OCc2cnnn2CCCC1=O,-16,-0.1,-3,-4,3,.,8,8,7,.,-2.1
Cc1cnc(C(=O)OCC(=O)NC(C)c2ccccc2)cn1 (configuration not stated),-2,0.3,-17,-6,7,6,-12,-2,-11,.,-0.3
Cc1ccccc1C1c2[nH]c3ccccc3c2C[C@H]2C(=O)N(C3CCN(Cc4ccccc4)CC3)CC(=O)N12 (some centres not stated),5,1.2,-5,-18,4,0,0,-7,5,-1,-0.7
Cc1cc(C)nc(N2CCCC(C(=O)NCc3ccccc3F)C2)n1 (configuration not stated),0,0.0,-17,-7,3,-7,4,9,7,3,-1.6
COc1ccc(Cl)cc1C(=O)NCC(c1ccco1)N(C)C (configuration not stated),4,0.0,-14,-7,-1,10,-12,-8,0,7,0.0
CCOC(=O)c1cc(CC)sc1/N=C/C1C(=O)CC(C)(C)CC1=O,-6,-0.1,-39,-7,-8,-1,0,-10,-11,2,0.3
CCCC(C(=O)NCC1CCCO1)N(Cc1ccco1)C(=O)CNS(=O)(=O)c1ccccc1 (configuration not stated),2,.,-11,-3,-11,9,1,.,.,2,.
CCN(C(=O)CSc1nc2ccccc2c(=O)n1-c1ccccc1F)C1CCS(=O)(=O)C1 (configuration not stated),2,-0.1,10,-7,17,12,-2,8,15,.,-0.1
CCc1ccc(NC(=O)C2CCCN2c2nn3c(=O)cc(C)nc3s2)cc1 (configuration not stated),-4,-0.1,1,-6,.,-7,-1,21,3,3,0.9

# More results follow.
SMILES,Vif inh,aDG glyco act,NR2E3 ag-1,CaV13 FRET inh,PDI turbidity,TRPM1 prom inh,Granule exo inh,HIF-2a inh,Peg3 prom inh,NR2E3 ag-2,iPSC survival up
CN(C)c1nc(N(C)C)nc(N(C#N)CN2C(=O)c3ccccc3S2(=O)=O)n1,-6,0.0,-8,-3,-4,13,1,19,-3,0,-0.5
O=C(COc1ccc2c(c1)oc(=O)c1ccccc12)NCCN1CCOCC1,-2,0.0,-24,-2,6,8,-5,-7,15,9,-0.2
CC1CCN(C(=O)CNC(=O)c2cccc(OC(F)F)c2)CC1,16,0.0,2,3,0,3,-2,-42,-28,-1,-0.5
CCOc1ccc(NC(=O)NNC(=O)c2ccc(Cl)cc2Cl)cc1,-3,-0.3,-5,-7,-1,5,-7,1,12,0,-1.7
CCc1nnc(NS(=O)(=O)c2ccc(N/C=C/C(=O)c3ccc(OC)cc3)cc2)s1,21,-0.4,-30,-5,-3,-10,2,-27,-22,3,-0.5
COc1ccc(C(=O)Nc2cc(OCc3ccccc3)c(Cl)cc2Cl)cc1,-1,-0.3,-29,.,-4,-3,1,-17,-4,0,-2.6
CCCCN(C(=O)NC(=O)Nc1ccc(C)cn1)S(C)(=O)=O,4,-0.4,9,-7,-2,-6,2,11,8,-1,-0.3
CCOC(=O)c1sc(NC(=O)CSc2nnnn2-c2ccc(C)cc2)c(C(=O)OCC)c1C,-1,-0.2,-23,-8,4,3,-5,-8,6,-2,-1.5
CC(=O)Oc1ccccc1C1=NN(C(C)=O)C(c2ccccc2)C1 (configuration not stated),-19,-0.1,-6,-5,1,11,19,-13,2,0,0.4
Cn1c(C(=O)NCCN2CCN(c3ccccc3F)CC2)cc2c(=O)n(C)c3ccccc3c21,-5,0.1,-2,-2,.,.,4,-21,25,3,4.2
Nc1[nH]c(C(=O)c2ccccc2)c(-c2ccccc2Br)c1C(=O)NCCc1c[nH]c2ccccc12,.,0.2,-20,-11,.,.,9,-39,.,.,0.2
Cc1ccc2nc(NC(=O)Cc3cccs3)sc2c1,-5,0.1,-136,.,-4,-45,0,-246,-305,2,-2.0
Cc1ccccc1OCC(=O)OCC(=O)Nc1ccc2c(c1)OCO2,6,0.0,-12,-6,-3,2,0,7,1,.,-4.6
CNc1cnc(-c2cccc(C(=O)N3CCOCC3)c2)cn1,.,0.2,-15,-12,9,.,-1,-12,-4,.,2.7
O=C(CN1CCOCC1)Nc1ccc2c(c1)CCC2,1,0.1,-11,-2,4,-11,-1,-48,-52,2,-0.1
Cc1sc2nnn(CC(=O)N3CCN(C(=O)c4ccco4)CC3)c(=O)c2c1C,-5,-0.2,5,-4,-7,8,-6,10,12,0,0.0
COc1cccc(NC(=O)C2CCN(S(=O)(=O)c3ccc4c(c3)NC(=O)C(C)S4)CC2)c1 (configuration not stated),-9,0.2,9,-2,9,-3,-2,-14,-13,-3,0.3
CN(CCc1ccccn1)C(=O)CC1C(=O)NCCN1Cc1cccc(F)c1 (configuration not stated),12,0.0,-11,-6,8,-1,8,2,-10,4,-0.4
Cc1ccccc1C(=O)Nc1nc(=S)ss1,-3,0.1,-15,0,8,1,3,-39,-18,-3,1.1
CCOC(=O)CCCNC(=O)CCNC(=O)c1ccc(OCCC(C)C)cc1,-5,0.0,-14,-1,2,.,0,13,9,-2,0.2
O=S(=O)(NC1CCCCC1Sc1ncccn1)c1ccc(Cl)cc1 (configuration not stated),0,0.0,-32,3,-5,-2,4,18,22,0,3.3
Nc1nc(N)c2cc(S(=O)(=O)c3ccc4ccccc4c3)ccc2n1,-6,0.1,12,-7,-1,.,-3,25,14,.,-3.3
COc1ccc(-c2csc(Cc3nnc(N4CCOCC4)n3-c3ccccc3)n2)cc1,5,0.5,10,-8,-2,-2,-1,-3,18,3,0.3
Cc1cc(C)c(NC(=O)CNC(=O)COC(=O)CN2C(=O)NC3(CCCC3)C2=O)c(C)c1,-6,0.1,28,-3,-3,11,-3,4,12,6,0.1
COc1cc(-c2nc3cnccn3c2NC(C)(C)CC(C)(C)C)ccc1O,3,0.0,-1,-22,-11,-5,15,34,13,-1,-0.7

# Later entries:
SMILES,Vif inh,aDG glyco act,NR2E3 ag-1,CaV13 FRET inh,PDI turbidity,TRPM1 prom inh,Granule exo inh,HIF-2a inh,Peg3 prom inh,NR2E3 ag-2,iPSC survival up
CC(C)(C)OC(=O)NC(CO)c1cn([C@@H](Cc2cc3ccccc3[nH]2)C(=O)N2CCN(C(=O)OC(C)(C)C)CC2)nn1 (some centres not stated),-1,0.2,3,-11,-46,1,2,18,-7,2,1.3
Cc1ccc(N2CCN(S(=O)(=O)c3ccc(-n4cnnn4)cc3)CC2)c(C)c1,-8,0.9,-29,-3,-8,17,-1,1,12,2,0.3
CC1=CCC(C(=O)O)C(C(=O)Nc2cccnc2)C1 (configuration not stated),51*,-0.2,17,-6,-2,2,1,7,7,0,5.7
COc1ccc(C(=O)C=Cc2cccs2)c(O)c1,14,0.2,-37,-5,2,-79,-1,-284,-252,.,0.5
C=CCSc1nccc(-c2cc(Cl)sc2Cl)n1,0,-0.1,-50,0,13,-7,8,-23,-35,7,0.7
Cc1cccc(C)c1NC(=S)NCCSc1ccc(Cl)cc1,-12,0.8,20,-20,-8,8,0,26,27,-4,-0.9
COc1cccc(CNc2ccc(N3CCC(C)CC3)cc2)c1OC,-9,-0.2,-4,-5,-2,-1,-2,22,3,0,-1.9
COc1ccc(OC)c(C2C3=C(COC3=O)Nc3cc4c(cc32)OCO4)c1 (configuration not stated),72*,-0.2,59,-5,3,42,8,26,18,0,-2.9
Cc1ccc(C)c(N(C)C(=O)c2ccc3c(=O)n4c(nc3c2)CCCCC4)c1,1,0.2,2,-2,1,-4,-14,-1,-15,2,-0.2
CN(C)CCCN(C(=O)c1ccc(S(=O)(=O)N2CCCCCC2)cc1)c1nc2cc3c(cc2s1)OCO3,1,0.2,-33,-9,0,.,14,-11,-10,.,-2.7
CCOC(=O)[C@]12CCCC=C1N(Cc1ccc3c(c1)OCO3)C(=O)[C@H](CC(=O)NCC13CC4CC(CC(C4)C1)C3)C2,.,0.6,-21,-8,.,.,-2,-1,.,.,-0.6
CCc1ccccc1OCCCOc1ccc(OC)cc1,4,0.0,-12,.,-4,-5,10,-27,8,3,0.4
COc1ccc2c(c1)c(=Cc1ccc(N(C)C)cc1)c1cc(-c3ccccc3)[n+](C)n12,-18,0.2,82*,-5,?,96*,95*,88*,104*,.,-3.2
